Bioassay records as filed in PubChem.
NPYLR7 agonist: activates Aedes aegypti NPYLR7 receptor. HEK293T NPYLR7/Galpha15, GCaMP6s calcium fluorescence. activation, % at 10 µM. actives 0.15% (n = 270,000); in the data active = activation above about 40%;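 also: 0% = vehicle and 100% = reference agonist at the receptor; some compounds past the cut are filed as inactive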
mcGAS lum: inhibitors of mouse cGAS; recombinant cGAS, Kinase-Glo ATP depletion luminescence; inhibition, % at 12.5 µM; actives 0.15% (n = 160,000);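 also: 0% = negative control wells and 100% = reference inhibitor with no enzyme activity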
hcGAS lum: human cGAS inhibition | inhibition, % at 12.5 µM | Q8N884 | recombinant h-cGAS, ATP depletion, Kinase-Glo luminescence | AID 1259398 | actives 0.081% (n = 290,000);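 also: 0% = vehicle reaction and 100% = reaction without DNA for no activity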
Target sequence (Q8N884 whole entry, looked up): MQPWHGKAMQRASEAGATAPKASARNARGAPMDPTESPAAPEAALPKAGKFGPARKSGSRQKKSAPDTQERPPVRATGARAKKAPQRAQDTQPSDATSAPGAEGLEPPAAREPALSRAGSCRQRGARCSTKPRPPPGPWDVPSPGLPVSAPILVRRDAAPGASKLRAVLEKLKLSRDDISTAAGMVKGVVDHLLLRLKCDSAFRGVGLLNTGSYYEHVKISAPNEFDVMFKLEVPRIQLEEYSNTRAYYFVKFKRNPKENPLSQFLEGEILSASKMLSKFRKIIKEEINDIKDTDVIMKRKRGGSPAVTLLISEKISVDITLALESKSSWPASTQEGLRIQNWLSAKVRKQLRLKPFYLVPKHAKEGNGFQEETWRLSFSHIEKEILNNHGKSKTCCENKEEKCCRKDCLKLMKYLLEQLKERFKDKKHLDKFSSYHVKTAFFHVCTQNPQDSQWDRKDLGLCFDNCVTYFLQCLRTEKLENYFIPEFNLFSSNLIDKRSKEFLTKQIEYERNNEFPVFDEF
* hit, by the source's call; / = not tested or not shown; & = joins results of further samples. Rule as the data show it, unless noted: active = inhibition above about 40%; inactive = the rest.

mol	NPYLR7 agonist	mcGAS lum	hcGAS lum
Cc1ccc(C2(O)CCN(C(=O)c3oc4cc(C)ccc4c3C)CC2)nc1	-2	-17	-7
CCCCCOC(=O)C1=C(C)NC2=C(C(=O)CCC2)C1c1ccccc1OCC (stereo not given)	1	-4	-1
Cc1onc(C(=O)NC2CCCCC2)c1[N+](=O)[O-]	2	-3	-1
CCC(CC)NC(=O)c1nc2nc(C)cc(C)n2n1	4	/	-7
O=C(CCc1ccccn1)N1CCc2c([nH]c3ccccc23)C1c1ccccc1F (stereo not given)	5	-8	-3
COC(=O)C1=C(C)NC(SC)=NC1c1c(OC)ccc2ccccc12 (stereo not given)	3	/	-6
CCOc1ccccc1C(=O)Nc1c2c(nn1CC(=O)NCc1ccco1)CSC2	-3	-1	8
Cc1cc(-n2c(C)cc(C(=O)COC(=O)C=Cc3ccc(Br)o3)c2C)no1	-7	/	-6
Cc1ccc(NC(=O)CN(C)C(=O)Cn2nc(C)c([N+](=O)[O-])c2C)cc1	-3	/	-8
COCc1ccccc1CNc1nnc(C)c(C)c1C#N	3	/	-17
O=c1oc2ccc3ccccc3c2cc1-c1csc(NCc2ccc(F)cc2)n1	2	-5	-3
COc1cccc(N2C(=O)CSC2c2cccc(NC(=O)c3cccc(Br)c3)c2)c1 (stereo not given)	14	-4	-5
CCC1=NOC(CN(C)CCCc2c(C)n[nH]c2C)C1 (stereo not given)	/	-4	-1
O=C1OC(/C=C/c2ccc(Cl)cc2)=NC/1=C/c1ccc2c(c1)OCO2	-17	0	3
Cc1ccsc1-c1cccc(NC(=O)c2ccc(=O)n(C)c2)c1	9	/	-12
O=C(NCC1CC1)Nc1ccc(S(=O)(=O)CC2CCOC2)cc1 (stereo not given)	-5	11	9
Cc1cnc(CNC(=O)C2(N(C)Cc3ccccc3)Cc3ccccc3C2)cn1	6	/	-9
CCCN(CCc1c[nH]c2ccc(NC(=O)CCSC)cc12)CC1CC1	1	-7	-4
COc1ccc(OCC2c3ccsc3CCN2C(=O)CN(CC(C)O)C2CC2)cc1 (stereo not given)	-3	-3	-2
COc1cc(OC)cc(C(=O)N2CCC(C(=O)NC3CCCC[C@H]3NC(=O)c3ccccc3)CC2)c1 (stereo not given in full)	-1	-6	-5
CN(C)CCN(Cc1ccccc1)C(=O)c1cccnc1Oc1cccc([N+](=O)[O-])c1	-21	0	-1
c1nc(Nc2ccc3c(c2)OCCCO3)c2c3c(sc2n1)CCCC3	-1	/	3
CCN1CCc2c(sc(-n3cccc3)c2C#N)C1	-3	-1	0
COc1cccc(-c2cnnc(NCc3cnn(-c4ccccc4OC)c3)n2)c1	-3	-5	-3
Cc1nn(-c2ccccc2)c(C)c1C(CN)C(F)(F)F (stereo not given)	-7&2	-17	1&-17

Following part.
mol	NPYLR7 agonist	mcGAS lum	hcGAS lum
Cc1ccc(NC(=O)CN2C(=O)c3ccccc3C2=O)c(C)c1	-8	-6	-5
Cc1cc(CNC(=O)c2cc(C(C)C)n(C)n2)ccc1S(C)(=O)=O	4	/	-7
O=C(OCc1nc2ccccc2c(=O)[nH]1)c1ccc2c(c1)OCCCO2	4	/	-8
CC(=O)N1N=C(Cc2ccccc2)OC1C(=O)NCC(=O)OC(C)(C)C (stereo not given)	11	/	-10
CN(C)CCCN(CC1CCN(C2Cc3ccccc3C2)CC1)C(=O)c1cccnc1	8	/	-10
COc1ccc(-n2nc([N+](=O)[O-])c(=NCCC3=CCCCC3)n2O)cc1	0	-5	0
O=C(COc1ccc2c3c(c(=O)oc2c1)CCC3)NCCc1cccs1	14	/	-11
CC1CN(C(=O)c2cc(-c3ccc(Br)cc3)n[nH]2)CCO1 (stereo not given)	2&6	/	-18&-7
Cc1c(Cc2ccc(Cl)cc2)c(=O)n2c([nH]c3ccccc32)c1C#N	1	/	-7
CCCn1ncc(C(=O)N2CCC3(CCCN(CCOC)C3=O)C2)c1C (stereo not given)	1	-10	-2
CC(C)C(NC(=O)CCl)c1ccc2c(c1)OCCO2 (stereo not given)	-4	/	-7
CN(C)c1ccc(C(=O)N2CCC(n3cnc4ccc(F)cc43)CC2)cc1	/	-6	-11
CCOC(=O)CC(=O)CSc1ncnc2c1nnn2Cc1ccc(F)cc1	13	-3	-6
Cc1nn(C2CCS(=O)(=O)C2)c2nc(-c3cccs3)cc(C(=O)O)c12 (stereo not given)	-3	/	-5
CCC(C)N(C)CCNS(=O)(=O)c1cccc(S(C)(=O)=O)c1 (stereo not given)	-5	/	9
CN(C)CCCN(C(=O)c1ccc(Br)cc1)c1nc2ccc(F)cc2s1	7	-7	-2
O=C(N/N=C\CCc1ccccc1)c1ccc([N+](=O)[O-])cc1	/	-6	-6
CCN1CCN(C(=O)CCCn2nnnc2CN2CCc3ccccc3C2)[C@@H](C)C1=O	0	/	-2
CC(C)(C)c1ccc(-n2c(=O)[nH]c3c(C(N)=O)nc(-c4cccc(Br)c4)nc32)cc1	-11	0	-3
COc1ccnc(NCCC2CC3CCC2C3)n1 (stereo not given)	-1	/	-7
CCOc1ccccc1-n1c(C(C)N(Cc2ccccc2)C(=O)NC23CC4CC(CC(C4)C2)C3)nc2ccccc2c1=O (stereo not given)	/	-6	-12
O=C(NCc1cccs1)c1cc2c(s1)CCCCC2	0	/	-5
CCOc1ccccc1C(=O)N1CCc2cc(OC)c(OC)cc2C1c1ccc(F)cc1 (stereo not given)	3	-3	-6
O=c1c(-c2cccs2)[n+]([O-])c2ccccc2n1OCc1ccccn1	-1	/	-1
CCOC(=O)C1CCN(c2c(Cc3ccccc3)c(C)nc3ncnn23)CC1	18	-6	2

Part of the list above in another layout.
Below each compound – NPYLR7 agonist | mcGAS lum | hcGAS lum
> O=C(N/N=C\CCc1ccccc1)c1ccc([N+](=O)[O-])cc1
  / | -6 | -6
> CCOc1ccccc1C(=O)N1CCc2cc(OC)c(OC)cc2C1c1ccc(F)cc1 (stereo not given)
  3 | -3 | -6
> O=C(COc1ccc2c3c(c(=O)oc2c1)CCC3)NCCc1cccs1
  14 | / | -11
> CCOC(=O)C1CCN(c2c(Cc3ccccc3)c(C)nc3ncnn23)CC1
  18 | -6 | 2

The listing continues:
mol	NPYLR7 agonist	mcGAS lum	hcGAS lum
CC(C)c1ccc(NC(=O)CSc2nnc(CCn3ccc(=O)[nH]c3=O)o2)cc1	-1	-8	-4
CC(C)(C)c1cc2nc(C(=O)N3CCN(Cc4ccc5c(c4)OCO5)CC3)cc(-c3ccccc3F)n2n1	8&21	-10&-5	-5&0
CCSc1nnc2c(n1)OC=Nc1ccccc1-2	0	-4	-6
CC(C#N)Sc1nc2cc(Cl)ccc2c(=O)n1Cc1ccco1 (stereo not given)	-1	-15	-7
CC(C)(C)c1ccc(COc2coc(CN3CCCN(S(=O)(=O)c4c(F)cc(F)cc4F)CC3)cc2=O)cc1	15	-5	-2
COc1ccc(OCCNC(=O)c2ccc3nc(C)c(N(C)CC4CCCCC4)n3c2)cc1	-3	-5	-10
CCOC1CC(NC(=O)c2cccc(NC(=O)c3ccco3)c2)C12CCCCC2 (stereo not given)	3	-15	-5
CCn1c(SCC(=O)N/N=C\c2ccccn2)nc2ccccc21	-1	-7	-4
COc1ccc(-c2cnc(CN(C)c3ccccc3F)o2)cc1	13	-16	-8
O=C(CN1CCOc2ccccc2C1)NCc1cccnc1-n1ccnc1	-4	-1	-3
O=C(c1cn2ccsc2n1)N1CC[C@@H](c2ccc(F)cc2)[C@H](O)C1	9	/	-6
CC(=O)c1ccccc1-c1ccccc1C(=O)NC(C)C	0	/	8
O=C(C1CC1)N(Cc1cccc(OCc2nc(CO)cs2)c1)Cc1ccco1	6	-3	-4
Cc1cc(CSc2ccc(S(=O)(=O)N(C)C)cn2)no1	11	/	-5
Cc1nc(NCCNC(=O)c2cccc3ccccc23)cc(-n2ccnc2C)n1	-16	-12	-4
O=C1CCCN1C1CCCN(CCOc2ccc(F)cc2)C1 (stereo not given)	5	/	-5
COc1cc(/C=C/C(=O)Nc2c3c(nn2C(C)(C)C)CSC3)cc(OC)c1OC	-4	-5	-4
CC(C)c1[nH]n(-c2ccc(F)cc2)c(=O)c1C1=C(N2CCCC2)C(=O)N(CC2CCCO2)C1=O (stereo not given)	26	-7	-2
COc1cc(-c2ccc(S(N)(=O)=O)cc2F)cc(OC)c1OC	-2	/	2
COCCN(Cc1ccncc1)Cc1ccc(C)cc1	5	/	-7
CC(C)N1CCCC(C(=O)Nc2ccccc2Oc2ccccc2)CC1 (stereo not given)	2	/	-13
COc1ccc(Cl)c2sc(N(Cc3cccnc3)C(=O)C3=COCCO3)nc12	11	/	-7
CCc1onc(C)c1C1CCCN1C(=O)NC(C)C (stereo not given)	/	-4	-3
Cc1ccc(OCC(=O)N(CC(N)=O)C2CCCC2)cc1	17	-15	-9
Cc1ccccc1C1CCCN1C(=O)c1cnn2ccn(C)c12 (stereo not given)	4	/	-5

Next part:
mol	NPYLR7 agonist	mcGAS lum	hcGAS lum
Cc1ccc2c(c1)c(CNC(=O)CCN1CCCCO1)nn2C	12	/	-8
O=C(Nc1cccc(F)c1)N(CCc1ccccc1)C1CCCC1	3	/	-9
CC1CCCN(Cc2nc3c(c(=O)n(C)c(=O)n3C)n2Cc2ccc(Cl)c(Cl)c2)C1 (stereo not given)	2	/	-1
Cc1ccc(OCCn2c(SCc3cccc4ccccc34)nc3ccccc32)cc1	-19	0	1
O=C(Nc1c(F)cccc1OCc1ccccc1)c1ccoc1	0	/	-5
CC(C)(C)c1ncc2c(n1)CN(C(=O)c1scc3c1OCCO3)C2	0	-18	-5
CCN(CC)C(=O)CCCNc1nc(C(F)(F)F)ccc1C#N	3	/	-11
Cc1cc(C)cc(COc2coc(CN3CCN(C(=O)c4cncc(Br)c4)CC3)cc2=O)c1	21	-7	-2
c1ccc(-n2cccc2CN2CCCC2c2nc(-c3cccnc3)no2)nc1 (stereo not given)	-3	/	-1
CC(C)c1nccc(-c2c(-c3ccccc3)ncn2CC2CCCO2)n1 (stereo not given)	-1	3	4
COCC(=O)Nc1cccc(-c2ccc(OC)c3ncccc23)c1	5	-19	-10
C[C@@H]1C[C@@H](C(=O)N(C)CCN(C)C2CCCC2)NC(=S)N1	/	-5	-11
CCOC(=O)C1CCCN(C(=O)c2csc(COc3ccc(C)cc3C)n2)C1 (stereo not given)	22	-6	-4
Cc1ccsc1C(=O)C1CCCN(Cc2cc(F)ccc2-n2cccn2)C1 (stereo not given)	-1	-5	-1
Cc1ccc2nc(-c3ccc(Cl)cc3NC(=O)c3ccccc3F)oc2c1	0	-6	-8
COc1ccc(CCN(Cc2ccco2)C(=O)CN(C(=O)C2C[C@H]2c2ccccc2)C(C)C)cc1OC (stereo not given in full)	-8	1	4
COc1cc(CN2C(=O)C3(CCC3)ON=C2c2cccs2)cc(OC)c1	5	/	5
O=C(NCC1CCCN(Cc2cccc(O)c2)C1)c1cccs1 (stereo not given)	-5	/	-4
COc1ccc(C(=O)c2ccccc2O)c(O)c1	-12&-2	-7	2&-5
CN(C)c1cccc(C(=O)N2CCC(c3ccc(O)cc3)CC2)c1	2	/	-8
COc1ccc(CCNC(=O)c2cccnc2N2CCN(C(=O)c3c(C)noc3C)CC2)cc1OC	5	-5	-4
COc1cccc(C(=O)N2CCN(C3c4ccccc4CCc4ccccc43)CC2)c1	-1	-8	-6
Cc1csc(CCCNc2cc(N(C)C)ncn2)n1	-5	-11	-8
CCCC(=O)Nc1ncnc2c1ncn2C1O[C@@H]2COP(=O)(O)O[C@H]2[C@H]1OC(=O)CCC (stereo not given in full)	-12	/	-2
CNC(=O)c1cc(-c2cc(OC)cc(OC)c2)ccc1Cl	9	-18	-2

Individual results from the entries so far:
NPYLR7 agonist with O=C(Nc1cccc(F)c1)N(CCc1ccccc1)C1CCCC1 = 3
NPYLR7 agonist with COc1ccc(CCNC(=O)c2cccnc2N2CCN(C(=O)c3c(C)noc3C)CC2)cc1OC = 5
hcGAS lum with Cc1ccc2c(c1)c(CNC(=O)CCN1CCCCO1)nn2C = -8
NPYLR7 agonist with Cc1cc(C)cc(COc2coc(CN3CCN(C(=O)c4cncc(Br)c4)CC3)cc2=O)c1 = 21
NPYLR7 agonist with CCOC(=O)C1CCCN(C(=O)c2csc(COc3ccc(C)cc3C)n2)C1 (stereo not given) = 22
NPYLR7 agonist with CCCC(=O)Nc1ncnc2c1ncn2C1O[C@@H]2COP(=O)(O)O[C@H]2[C@H]1OC(=O)CCC (stereo not given in full) = -12

(cont.)
mol	NPYLR7 agonist	mcGAS lum	hcGAS lum
COc1ccc(N2CCN(Cc3nc4ccccc4nc3C)C(C)C2)cc1 (stereo not given)	-4	-8	-1
Cc1ccc(Cl)cc1N1CCN(Cc2ccccc2F)C(C)C1=O (stereo not given)	-4	-8	-7
CN(Cc1ccccc1)C(=O)c1nn(C)c2c1CC(NCc1ccc(OC(F)(F)F)cc1)CC2 (stereo not given)	17	-7	-13
NC(=O)CN1CCN(S(=O)(=O)c2cccc(Cl)c2)CC1	12	/	-7
CCCCc1noc(Cn2cnc3ccccc32)n1	0	/	-4
CCn1cc(CN2CCCC(CCC(=O)N3CCN(Cc4ccccc4)CC3)C2)c(C)n1 (stereo not given)	4	-8	-4
CC(C)(C)c1cc2nc(C(=O)O)cc(-c3ccccc3Cl)n2n1	-7	/	-1
